From PubChem
M18AAP inhibitor: blocks P. falciparum M18 aspartyl aminopeptidase. AID 1822. hit rate 1.2% among 290,000. recombinant PfM18AAP, H-Glu-NHMec fluorogenic cleavage. inhibition, % at 7.35 µM;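 active means inhibition above the campaign mean inhibition over all tested compounds plus 3 SD, cut at about 28% in these data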;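 further: 0% = plate median of test compound wells and 100% = 2 mM ZnCl2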
GPR7 antagonist: blocks human GPR7 receptor signaling. inhibition, % at 4.4 µM. hit rate 1.1% among 290,000. GPR7-expressing cells, fluorescence antagonist assay. P48145; in the data active means inhibition above about 16%, passing the limit was not always enough;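 further: cells stimulated with the agonist NPW; 0% = agonist with vehicle and 100% = vehicle without agonist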
VIM-2 inhibitor: inhibitors of Pseudomonas aeruginosa VIM-2 metallo-beta-lactamase | AID 1527 | hit rate 0.89% among 290,000 | purified VIM-2, nitrocefin hydrolysis, epi-absorbance fluorescence | inhibition, % at 5.6 µM;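 active means inhibition above the mean of all tested compounds plus 3 SD, cutoff set per screening run, cut at about 7.5% in these data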;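 further: red hydrolysis product quenches plate fluorescence so inhibitors raise well fluorescence; 0% = enzyme with DMSO and 100% = DMSO without enzyme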
IDE cell activ: activators of human insulin-degrading enzyme in cells. activation, % at 5.96 µM. hit rate 0.073% among 340,000. AID 493087. P14735. HEK cells, FAbeta-B cleavage, fluorescence polarization; 0% vehicle, 100% cell-free pure enzyme wells;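 active means activation above the mean of all tested compounds plus 3 SD, set per screening campaign, cut at about 17% in these data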
pCIP destab: compounds decreasing mouse p/CIP protein stability | Q05BA5 | F442A p/CIP-EGFP cells, EGFP fluorescence, 16 h | decrease of EGFP signal, % at 10 µM | hit rate 0.01% among 290,000;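 active means EGFP signal decrease of at least 30% at 10 µM or well 3 SD below plate mean, unless failing retest; inactive means the rest, including hits failing retest or dose response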; further: some compounds called inactive have numbers as strong as hits; many of its hits are not listed in these tables
IMP-1 inh: blocks Pseudomonas aeruginosa IMP-1 metallo-beta-lactamase; hit rate 0.45% among 290,000; inhibition, % at 5.6 µM; AID 1556; purified IMP-1, nitrocefin hydrolysis, epi-absorbance fluorescence;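 active means inhibition above the mean plus 3 SD of all compounds in the same screening run, cut at about 4.5% in these data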;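 further: 0% = IMP-1 with DMSO and 100% = DMSO wells lacking enzyme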
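Material – recombinant IMP-1 enzyme, purified · Amount – IMP-1 0.2 nM before substrate addition · Medium – HEPES buffer pH 7.1 with ZnSO4 and Brij 35 · Timing – 25 °C, 15 min preincubation, 25 min reaction · Measured by – plate fluorescence quenching by hydrolysis product, ex 480/em 530 nm · Read-out – percent enzyme inhibition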
NALP1 inh: NALP1 inhibition; S. cerevisiae NALP1/ASC/caspase-1 growth, X-gal OD620, 72 h; inhibition, % at 10 µM; hit rate 0.61% among 280,000; in the data active means inhibition mostly above about 24%, no sharp cut-off; inactive means mostly below about 32%; further: some compounds called inactive have numbers as strong as hits
IDE cell inh: inhibitors of human insulin-degrading enzyme in cells. P14735. HEK cells, FAbetaB cleavage, fluorescence polarization. inhibition, % at 5.59 µM. hit rate 0.41% among 320,000;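 active means percent inhibition above the average of all tested compounds plus 3 SD, set per screening campaign, cut at about 16% in these data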;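 further: IDE supplied by intact live HEK cells; FP after avidin binding of uncleaved biotin substrate so inhibition keeps polarization high; 0% = DMSO wells and 100% = 60 µM reference IDE inhibitor Ii1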
PHOSPHO1 inh: PHOSPHO1 (human) inhibition. Q8TCT1. recombinant PHOSPHO1, absorbance phosphatase assay. inhibition, % at 13.3 µM. hit rate 1.1% among 290,000; in the data active means inhibition above about 60%
The depositor's hits bear a star; . = not tested or not shown.

#	SMILES	M18AAP inhibitor	GPR7 antagonist	VIM-2 inhibitor	IDE cell activ	pCIP destab	IMP-1 inh	NALP1 inh	IDE cell inh	PHOSPHO1 inh
1	CC(C)(C)C(O)C(Oc1ccc(Cl)cc1)n1cncn1 (stereo unspecified)	-7	-6	-3.7	7	-6	-5.2	24	1	24
2	CCc1n[nH]c(CCN)n1	5	-9	-2.0	-2	-10	-4.3	-9	-2	32
3	O=P(O)(Oc1ccccc1)OC(c1ccccc1)C(F)(F)F (stereo unspecified)	-1	-11	-1.6	10	17	-2.4	0	3	-12
4	COc1ccccc1CCNC1CCCCCC1	-2	-9	-0.9	4	0	-1.2	-32	6	.
5	CN1CC(C(=O)c2ccc(Cl)cc2)C(c2ccc(Cl)cc2Cl)C1 (stereo unspecified)	2	17	-2.4	0	-15	-0.7	22	2	.
6	CCC1CN(C)CCC1(OC(C)=O)c1ccccc1 (stereo unspecified)	3	-11	-3.8	4	-14	-1.5	6	-2	1
7	CC12CN3CC(C)(CN(C1)P3(=O)Oc1ccccc1)C2=O (stereo unspecified)	-3	-12	-1.8	5	-2	-3.3	13	5	24
8	Cc1cc(Cl)ccc1C(=O)C1CCCN(C2CCSCC2)C1 (stereo unspecified)	-6	-2	-2.1	2	-1	-1.9	12	-3	28
9	CCOc1ccc(-n2c(O)c(C=Nc3ccc(NC(C)=O)cc3)c(=O)[nH]c2=O)cc1	-1	-11	-2.7	4	1	-2.0	-8	-2	24
10	COc1ccccc1CN1CCCC(C(=O)c2ccccc2OC)C1 (stereo unspecified)	0	-11	-1.6	0	3	-0.4	-8	4	29
11	Cn1c(O)c(N=Nc2ccc(S(=O)(=O)N3CCOCC3)cc2)c(=O)n(C)c1=O	2	-1	0.5	3	-12	0.5	36	0	3
12	Cc1cc(N(CCCl)CCCl)ccc1/C=N/NC(=O)c1ccco1	4	2	-4.5	9	2	-3.1	7	4	16
13	CN(C)c1ccc(C=C2C(=O)NC(=O)NC2=O)cc1[N+](=O)[O-]	16	-4	-2.5	4	-13	-1.9	7	7	-16
14	O=C(c1ccc(N2CCCCC2)c([N+](=O)[O-])c1)N1CCC2(CC1)OCCO2	-9	1	-4.2	4	0	-1.4	-10	-3	-19
15	O=C(c1cccs1)C1CN2CCC1CC2 (stereo unspecified)	0	15	-1.5	-3	2	-2.6	-2	1	41
16	CC(=O)N1CC(=O)Nc2ccc(F)cc2C1c1ccccc1 (stereo unspecified)	-2	14	-6.1	1	-15	-3.9	-2	3	9
17	Cc1cc(Oc2cc(NN3CCCCC3)c([N+](=O)[O-])cc2[N+](=O)[O-])ccc1[N+](=O)[O-]	4	-17	-0.8	9	-9	-3.9	-2	6	-30
18	CCC1(CC)C(=O)NC(=NCCc2c[nH]c3ccccc23)NC1=O	-6	28*	-5.9	9	-12	-3.4	-2	-2	31
19	COc1ccc(CNCCc2c[nH]c3ccccc23)c(OC)c1C	-5	33	0.8	1	-4	-1.0	30	-1	14
20	CCC(=NCCOc1ccc(Cl)cc1)c1c(O)n(C)c(=O)n(C)c1=O	-3	-2	-2.0	-2	-4	-4.8	-2	8	17
21	COC(=O)C(=O)N1CC2(C)CNCC(C)(C1)C2=O	-4	-5	-2.8	-1	-9	-2.5	6	7	12
22	CC[N+]1(C)CCCC(OC(=O)C(O)(c2ccccc2)c2ccccc2)C1 (stereo unspecified)	0	-16	0.6	8	-8	-2.2	15	2	-1
23	Cc1nonc1OCCNCCNc1ccc([N+](=O)[O-])c2cccnc12	17	6	-2.8	3	12	-4.6	-3	4	-3
24	CC12CN3CC(C)(CN(C1)C3c1cccs1)C2 (stereo unspecified)	-10	-5	-0.9	0	0	-0.7	-18	-3	8
25	CN(C(=O)Oc1ccc(Cl)c2cccnc12)c1ccccc1	2	-10	0.0	1	0	-3.0	27	1	-4

Rewritten in transposed form: entries from further up
#6 CCC1CN(C)CCC1(OC(C)=O)c1ccccc1 (stereo unspecified)
#17 Cc1cc(Oc2cc(NN3CCCCC3)c([N+](=O)[O-])cc2[N+](=O)[O-])ccc1[N+](=O)[O-]

| entry no. | 6 | 17 |
| --- | --- | --- |
| M18AAP inhibitor | 3 | 4 |
| GPR7 antagonist | -11 | -17 |
| VIM-2 inhibitor | -3.8 | -0.8 |
| IDE cell activ | 4 | 9 |
| pCIP destab | -14 | -9 |
| IMP-1 inh | -1.5 | -3.9 |
| NALP1 inh | 6 | -2 |
| IDE cell inh | -2 | 6 |
| PHOSPHO1 inh | 1 | -30 |

Next records:
#	SMILES	M18AAP inhibitor	GPR7 antagonist	VIM-2 inhibitor	IDE cell activ	pCIP destab	IMP-1 inh	NALP1 inh	IDE cell inh	PHOSPHO1 inh
26	CCN1c2nc3c(C)cccn3c(=O)c2CC2(C(=O)N(C)C(=O)N(C)C2=O)C1C (stereo unspecified)	3	-9	-2.7	0	-16	-3.9	3	7	-24
27	Cn1cccc1/C=C1/C(=O)NC(=O)N(Cc2ccccc2)C1=O	-10	0	-0.6	-1	-17	-0.9	22	12	5
28	C=CCN(c1ccc(C(=O)N(CC)CC)cc1)S(C)(=O)=O	9	-6	-2.5	0	-12	-3.8	8	3	22
29	Cc1ccc2nc(C)n(-c3ccc(F)cc3)c(=O)c2c1	-8	-10	-1.8	.	2	-4.4	13	4	-4
30	CC(=O)Nc1ccc(OC(=O)c2ccccc2N)cc1	1	-10	-1.4	0	-6	-0.6	24	4	13
31	Oc1cccc(/C=N/NP(=S)(c2ccccc2)c2ccccc2)c1	-7	-6	0.6	8	-2	-2.7	-2	-4	12
32	Cc1cc(OCCCC(=O)NCc2cccs2)ccc1Cl	-1	-6	-0.7	0	4	-2.9	27	2	-2
33	CCOc1ccc(N=Cc2c(O)n(CCc3ccc(OC)c(OC)c3)c(=O)[nH]c2=O)cc1	0	-8	-2.5	11	-14	-2.5	.	-1	32
34	CC(C)n1c(=O)c(C=Nc2ccc(Cl)cc2)c(O)n(Cc2ccco2)c1=O	-2	-1	-3.9	.	-18	-4.0	23	6	-56
35	CCc1ccc(-n2c(O)c(C(C)=O)c(=O)[nH]c2=O)cc1 (tested in a mixture with another compound)	3	-6	-3.0	3	-8	-2.2	-8	5	4
36	CC12CNCC(C)(CNC1)C2O (stereo unspecified)	-13	-4	-1.3	2	4	-2.2	12	-2	7
37	O=c1c2ccccc2nc(-c2ccco2)n1-c1ccc(Br)cn1	-4	-9	-2.7	3	7	-2.2	15	6	-3
38	OC(COCc1ccc(Cl)cc1)CN1CC=C(c2ccccc2)CC1 (stereo unspecified)	8	7	-3.7	3	-2	-5.0	27	4	-13
39	C=CCn1c(O)c(C(C)=NCCc2c[nH]c3ccccc23)c(=O)[nH]c1=O	-11	-12	0.9	-1	-6	-1.3	.	6	27
40	Cc1ccc(N2C(=O)NC(=O)/C(=C/c3cnc(-c4ccccc4)nc3)C2=O)cc1C	12	0	-3.7	-2	-3	-2.7	25	11	-3
41	COc1cc(OC)c(C=O)c(OC(=O)N(C)C)c1	1	-14	-2.2	3	-17	-2.4	-21	3	30
42	CCCCC(CC)CNCC(O)c1ccccc1 (stereo unspecified)	-5	-2	-4.6	5	3	-5.0	2	-1	2
43	CN1CCN(CCC(=O)OC2CC3CCC(C2)N3C)CC1 (stereo unspecified)	3	1	-3.0	3	-1	-0.2	-8	4	-2
44	CN1CCCCC1c1ccc(-c2cccnc2)nc1 (stereo unspecified)	2	-3	-1.9	3	-3	-0.3	-1	4	44
45	O=P(O)(Oc1ccccc1)OC(c1ccccc1)C(F)(F)C(F)(F)F (stereo unspecified)	3	-2	-1.4	1	9	-3.2	-13	-2	-9
46	Cc1ccc(P(=S)(c2ccc(C)o2)N2CCOCC2)o1	0	-4	-1.8	1	-6	0.0	30	7	51
47	CC(C)CN(C(=O)CN1CC=C(c2ccccc2)CC1)c1c(N)n(CC(C)C)c(=O)[nH]c1=O	3	-4	-1.2	5	6	-2.1	-4	-2	27
48	O=C(CCl)NCC1CCCO1 (stereo unspecified)	4	-1	-2.4	3	8	-3.2	9	1	2
49	N#CC(C#N)=Cc1ccc(C=C(C#N)C#N)cc1	-18	-6	-1.4	-1	6	-2.3	10	.	33
50	Cn1cc(C=C(C#N)C#N)c2ccccc21	-2	-5	-2.6	2	-21	-3.0	11	-1	37
51	N#CCCn1cc(C(=O)Nc2ccccc2Cl)c(-c2ccc(F)cc2)n1	-17	1	-1.3	5	-9	-0.9	12	-4	-92
52	Fc1ccc(CNC2CN3CCC2CC3)cc1 (stereo unspecified)	0	-6	-2.6	-1	0	-3.6	-11	8	24
53	COc1ccc(CN2C(=O)NC(=O)/C(=C\c3cccc(OC)c3OC)C2=O)cc1	-11	-8	-3.6	.	2	-1.4	3	0	-10
54	Cc1ccc(N2C(=O)CC(=O)NC2=O)c(C)c1	12	22	1.4	1	7	2.6	1	1	26
55	CCCCC(=O)N/N=C/c1c(O)n(Cc2ccco2)c(=O)[nH]c1=O	13	-8	-5.5	-4	-4	-3.7	33	4	11
56	CC(=O)OC1(c2ccccc2)CCN(C2CCCCC2)CC1C (stereo unspecified)	2	-10	-3.9	-2	-1	-0.9	13	5	-16
57	Cc1c(C(=O)N2CCC3(CC2)OCCO3)oc2ccc(S(=O)(=O)N3CCOCC3)cc12	1	6	-1.5	6	1	-2.2	30	-7	4
58	Cc1nc2ccccc2c(=O)n1-c1ccccc1[N+](=O)[O-]	5	14	2.9	2	-1	1.0	-1	-2	32
59	CN1CCN(/N=C/c2c(O)n(C)c(=O)n(C)c2=O)CC1	-12	-9	-1.4	0	-12	-1.2	-30	-1	6
60	CCC(C)n1c(O)c(C=NCCc2ccccc2)c(=O)[nH]c1=S (stereo unspecified)	4	-20	-3.8	10	-7	-4.0	-6	2	37
61	C=Cn1ccnc1P(O)(=S)c1nc(C)c(CCOC(C)=O)s1 (stereo unspecified)	-2	5	0.1	4	4	-5.6	2	0	-7
62	COc1ccc(Cc2c(O)[nH]c(=S)[nH]c2=O)cc1	17	-27	-2.0	4	-1	-1.3	-3	.	24
63	CCN1CCC2(CC1)NC(CO)(CO)CO2	2	20	-3.3	6	-1	-4.2	22	2	-2
64	COc1ccc2c(c1OC)C(=O)OC2c1c(O)n(Cc2ccc(F)cc2)c(=O)[nH]c1=O (stereo unspecified)	3	-9	-2.9	-2	-11	-1.9	-1	4	-42
65	Cc1ccccc1NC(=O)NCCN1CC1	-3	-6	-2.5	5	3	-3.1	-3	2	13
66	COc1ccc(-c2nn(CCC#N)cc2C(=O)O)cc1	4	5	-0.3	4	-8	0.1	2	-3	38
67	O=c1[nH]c(O)c(Cc2ccc3c(c2)OCO3)c(=O)[nH]1	-6	-12	-3.5	4	2	-1.2	.	3	13
68	Cc1ccc(-c2nn(CCC#N)cc2C(=O)O)cc1C	3	-14	-3.1	1	-5	-2.0	1	1	8
69	Cc1cccc(-n2c(-c3ccccc3)nc3ccccc3c2=O)n1	-2	-3	-2.2	2	-5	0.0	3	4	37
70	Cc1ccc(N(C)C(=O)Oc2cccc3ccc(C)nc23)cc1	9	10	-2.2	2	-13	-1.6	11	3	38
71	CCC(=NCCO)c1c(O)n(-c2ccc(Cl)cc2)c(=O)[nH]c1=O	1	-13	-2.8	3	13	-2.6	-12	2	-6
72	O=c1[nH]c(=O)n(C2CCCCC2)c(O)c1C=Nc1ccc(N2CCOCC2)cc1	-5	8	-2.9	2	-52	-2.8	28	4	-13
73	COC(=O)C(NC(=S)N1CC2C[C@@H](C1)Cn1c2cccc1=O)C(C)C (stereo partly specified)	0	-7	-0.5	0	-5	-1.9	11	.	36
74	CCN(CC)CCCN=Cc1c(O)n(-c2ccccc2F)c(=O)[nH]c1=O	4	-9	-1.5	0	-7	-2.2	18	2	-6

This is a subset, so the mix of outcomes need not match the whole.
